RSV antiviral HEp-2: inhibition of RSV-induced cytopathic effect – HEp-2 cells, primary 10 µM value included (AID 2391); HEp-2 cells, RSV-induced CPE inhibition; higher % means a stronger effect; one-dose CPE inhibition, % at 10 µM; IC50 in µM for titrated hits; 310,000 compounds, 0.13% hits; in the data active = a potency from the dose series; inconclusive = CPE inhibition mostly from about 23% at the one dose, without a potency; inactive = the rest, 99 in 100 with CPE inhibition below about 21%; note: strong numbers were not always called active
Yfh1-off respiration: mitochondrial function rescue without frataxin homolog – Friedreich's ataxia, plus single-dose screen, dose response (AID 1465); 220,000 compounds, 0.074% hits; S. cerevisiae Yfh1-off respiration, WST-1 reduction, 72 h; higher fold induction means a stronger effect; one-dose fold induction at 50 µM; EC50 in µM for titrated hits;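 active = fold induction of absorbance versus untreated yeast above a set limit, then at least 30% activation at any dose in follow-up; inconclusive = repeats straddling the limit, or above it without dose testing; inactive = fold induction below the set limit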;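 note: activators that raise dye reduction in frataxin-depleted yeast; strong numbers were not always called active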
West Nile antiviral: West Nile virus antiviral activity, cell-based, CPE readout (AID 1621). West Nile virus-infected cells, CPE inhibition; higher % means a stronger effect. CPE inhibition, % at 10 µM, or IC50 in µM where a hit was titrated. 290,000 compounds, 0.02% hits; in the data active = a potency from the dose series; inconclusive = CPE inhibition mostly from about 3.7% at the one dose, without a potency; inactive = the rest, 99 in 100 with CPE inhibition below about 2.2%; note: strong numbers were not always called active
NS5 inhibitors: flavivirus cap methylation enzyme inhibition – biochemical, confirmation dose response, primary screen (AID 588689); inhibition, % at 25 µM; hits with a dose series show IC50 in µM; Dengue-2 NS5 methyltransferase capping enzyme assay, biochemical; higher % means a stronger effect; 340,000 compounds, 0.3% hits; in the data active = a potency from the dose series; inconclusive = inhibition above about 29% without an active follow-up result
SV40 large T antigen: TAg ATPase/helicase activity blockers – biochemical (AID 1903). SV40 large T antigen ATPase/helicase inhibition assay; higher % means a stronger effect. 310,000 compounds, 0.39% hits. inhibition, % at 20 µM; hits with a dose series show IC50 in µM; in the data active = a potency from the dose series; inconclusive = inhibition mostly from about 32% at the one dose, without a potency; inactive = the rest, 99 in 100 with inhibition below about 32%; note: strong numbers were not always called active
ER stress rescue: rescue of cells from ER stress-induced death, primary screen, 384-well, CSM14.1, thapsigargin, ATP luminescence (AID 1222); CSM14.1 thapsigargin-induced death rescue, ATP luminescence; higher % means a stronger effect; cellular ATP content (survival), % at 20 µM; hits with a dose series show EC50 in µM; 190,000 tested, under 10 active;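 active = EC50 below 50 µM in the dose-response confirmation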;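 note: death triggered by thapsigargin at about 15 µM added after 2 h compound pretreatment; cell ATP read after overnight thapsigargin exposure of roughly 18 to 22 hours; normalized against plate controls of thapsigargin alone and 5% DMSO vehicle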
XIAP antagonists: small molecules displacing peptide from XIAP – biochemical, IAP family, fluorescence polarization (AID 1018) | XIAP BIR domain, fluorescence polarization peptide displacement; higher % means a stronger effect | displacement, % at 20 µM, or IC50 in µM where a hit was titrated | 200,000 compounds, 0.007% hits; in the data active = displacement above about 50%; note: a part of the inactive calls stands beside numbers as strong as those of hits
WT yeast gro inh: growth inhibition of WT yeast, mitochondrial fusion screen. inhibition, % at 10 µM. 190,000 compounds, 2.1% hits. AID 1362. mitochondrial fusion phenotypic screen, WT strain; in the data active = inhibition above about 58%; tested in S. cerevisiae
K1F lysis inhibition: protection from phage-mediated lysis, alamar blue read-out – E. coli UTI89, K1F phage, bacterial capsule biogenesis inhibitors (AID 488966) | inhibition, % at 100 µM, or IC50 in µM where a hit was titrated | 340,000 compounds, 0.02% hits | E. coli UTI89 K1F phage lysis, alamar blue, 2 h; higher % means a stronger effect;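 active = phage lysis inhibition, versus mean bacterial control, above a set limit; inconclusive = no clear call, values can overlap the other calls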;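 note: capsule biogenesis inhibitors block K1F phage lysis so surviving cells raise fluorescence; higher fluorescence means more inhibition of phage lysis; actives were called in the ten point dose series up to 300 µM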
WT yeast gro inh mutant strain: second read-out of WT yeast gro inh, no call of its own (marks repeat the call); inhibition, %; mitochondrial fusion phenotypic screen, mutant strain inhibition
NS5 inhibitors pilot replicate: second read-out of NS5 inhibitors, no call of its own (marks repeat the call); inhibition, %; measured here: pilot screen replicate inhibition
* marks the source's active call; other numbers are inactive results; i = inactive; ? = inconclusive; · = not tested or not shown; & = joins results of further samples; [ ] = remark or other dose.

SMILES	RSV antiviral HEp-2	Yfh1-off respiration	West Nile antiviral	NS5 inhibitors	SV40 large T antigen	ER stress rescue	XIAP antagonists	WT yeast gro inh	WT yeast gro inh mutant strain	K1F lysis inhibition	others
Cc1ccc(C(=O)Nc2ccccc2C(=O)O)cc1NC(=O)COc1c(C)cccc1C	8.8%	i	0.4%	9%	6%	-3.4%	-9.8%	-20	-15	0.2%
NC(=S)Nc1cccc2cccnc12	-1.0%	i	0.1%	-3%	-6%	1.1%	-3.7%	-4	3	1.3%
COc1ccc(-c2cc(=O)oc3c(C)c(O)c(CN(C)C)cc23)cc1	0.2%	i	0.4%	-6%	9%	·	-3.9%	3	-5	0.0%
COc1ccccc1NC(=O)c1sc2nc(C)cc(C)c2c1N	2.3%	·	·	-5%	6%	·	·	·	·	4.3%
COC(=O)c1cnc(N2CCCN(S(=O)(=O)c3ccc(C(F)(F)F)cc3)CC2)nc1C(F)(F)F	12%	i	-1.4%	-1%	7%	·	·	·	·	0.0%
Cc1ccccc1S(=O)(=O)Cc1ccc(C(=O)NC(C)c2ccc3c(c2)OCCO3)o1 (stereo unspecified)	0.3%	i	-0.3%	-1%	6%	0.7%	-6.7%	15	11	-1.6%
Cc1nc2cc(C(=O)O)ccc2s1	0.1%	i	0.2%	-4%	14%	-2.8%	-4.3%	·	·	1.0%	NS5 inhibitors pilot replicate=-0.5
CCC(C)(C)NC(=O)c1ccc2c(c1)OCCO2	2.5%	i	-0.2%	-4%	8%	-1.2%	-8.9%	-1	-4	0.4%
CCn1c(SCC(=O)N2CCN(c3ccc(Cl)cc3)CC2)nc2ccccc2c1=O	0.0%	i	-1.2%	-12%	6%	-1.5%	-2.9%	18	26	0.1%
O=C(CN(C(=O)c1csnn1)c1ccc2c(c1)OCCO2)NCc1ccccc1	0.8%	·	-0.7%	-13%	9%	·	·	·	·	-0.3%
c1ccc(-c2csc3ncnc(N4CCN(Cc5ccc6c(c5)OCO6)CC4)c23)cc1	?	·	-1.2%	-7%	34%	·	·	·	·	0.1%
Cc1cccc(CC(C)NC(=O)c2cc(COc3ccc(C)c(C)c3)on2)n1 (stereo unspecified)	19%	·	-0.7%	-2%	9%	·	·	·	·	-0.4%
COc1ccc(S(=O)(=O)c2nnn(-c3ccccc3Cl)c2N)cc1	5.5%	i	-0.6%	-1%	1%	0.1%	-2.3%	5	6	0.0%
O=S(=O)(Nc1ccn(-c2ccccc2)n1)c1ccc(Br)cc1	3.0%	i	-0.4%	-2%	5%	-2.8%	-14%	-5	-5	-0.2%
CC1CCCN(Cc2cnc(Cl)s2)C1 (stereo unspecified)	2.0%	i	-0.1%	-5%	-4%	-1.8%	-7.1%	-1	6	0.3%
CC1(C)CC(=O)c2c(O)cc(OCC(=O)Nc3ccc(S(N)(=O)=O)cc3)cc2O1	·	·	0.5%	-4%	10%	·	·	·	·	8.3%
CCn1c(SCC(=O)Nc2cc(Cl)ccc2OC)nnc1C1CC1	1.5%	·	-0.7%	-6%	13%	·	·	·	·	0.3%
O=C(NCC(=O)N1CCN(C(=O)c2ccco2)CC1)c1ccccc1	1.2%	·	0.9%	-3%	16%	·	·	·	·	0.1%[50 µM]
CC(C)CCNC(=O)CN(Cc1ccco1)C(=O)CCC(=O)Nc1nccs1	0.5%	·	-0.1%	-4%	8%	·	·	·	·	0.1%
O=C(NCCN1CCOCC1)c1ccc(NS(=O)(=O)c2ccccc2)cc1	0.3%	·	0.3%	2%	6%	·	·	·	·	2.0%[50 µM]
COC(=O)CCc1ccc(O)cc1	3.3%	·	0.6%	1%	5%	·	·	·	·	-0.1%
COc1ccc(CC(=O)OCC(=O)NC(=O)NC(C)C)cc1	1.3%	i	0.8%	-4%	4%	-0.7%	0.2%	11	11	0.2%	NS5 inhibitors pilot replicate=-3.7
O=C(CSCc1ccco1)NC1CCCC1	0.7%	i	0.1%	7%	10%	0.5%	-0.1%	-16	-17	-0.6%
N#Cc1ccccc1NC(=O)COc1c(Br)cc(Br)c2cccnc12	1.2%	i	-1.5%	9%	8%	-5.8%	0.2%	4	13	-0.1%
CCC(C)NC(=O)Cn1cc2c(n1)CCC(C)C2 (stereo unspecified)	-0.6%	i	0.2%	9%	3%	-0.8%	-6.2%	6	1	6.0%
COc1cccc(CN2CCN(c3ncccn3)CC2)c1OC	0.9%	·	-0.3%	·	10%	·	·	·	·	-1.4%
N#C/C(=C\c1ccc(Cl)cc1Cl)c1n[nH]c(Cn2cncn2)n1	0.3%	i	-0.2%	-2%	2%	2.9%	-5.0%	-7	4	0.4%
C=CCSc1ncccc1C(=O)NCc1ccc(C)cc1	-0.4%	i	-0.4%	-3%	5%	2.0%	-3.1%	49	-8	8.7%
COc1cc(/C=C(\C#N)c2ccccn2)ccc1OCc1ccccc1Cl	2.2%	i	-0.8%	-3%	7%	0.2%	-5.4%	3	-8	-0.4%
O=C(O)c1ccc(S(=O)(=O)/N=C2\C=C(Nc3ccccc3F)C(=O)c3ccccc32)cc1	-2.3%	·	?	11µM*	25%	·	·	·	·	-0.6%
O=C(O)c1cnc(-c2ccccc2)nc1C(F)(F)F	-0.7%	i	0.0%	-8%	22%	-0.5%	-3.6%	1	-6	0.6%
CCN(CC)C(=O)N1CCC(NC(=O)c2ccc(C(C)(C)C)cc2)CC1	9.3%	i	-1.4%	-5%	12%	0.8%	-4.9%	1	2	0.2%
COc1ccc(C2Nc3ccccc3C(=O)N2NS(=O)(=O)c2ccccc2)c(OC)c1 (stereo unspecified)	1.1%	·	0.1%	-4%	-1%	·	·	·	·	-0.9%
CCOC(=O)c1c(C)noc1-c1ccc(Br)o1	·	i	-0.1%	4%	5%	·	·	·	·	-1.7%
CCn1cc([N+](=O)[O-])c(C(=O)Nc2ccc(Cn3nc(C)cc3C)cc2)n1	0.0%	i	0.5%	-1%	6%	-0.2%	1.4%	2	-8	-1.2%
C=CCNC(=O)COC(=O)c1cc(S(=O)(=O)N2CCOCC2)ccc1N1CCCCC1	0.3%	i	-0.4%	2%	6%	-4.7%	-2.6%	15	28	2.5%
Cc1nc2nc(SCC(=O)NCc3ccco3)nn2c(C)c1Cc1c(F)cccc1Cl	3.2%	i	-0.4%	-14%	14%	1.7%	-1.4%	1	-36	0.8%
C/C(N)=C(/C#N)C(=O)COC(=O)c1cc(C)n(-c2ccc(F)cc2)c1C	30µM*	i	-0.1%	0%&-10%	5%	-1.4%	0.7%	-1	6	-4.3%&0.4%
Cc1cc(Nc2ccccc2)nc(-c2ccccc2O)n1	21%	i	0.4%	3%	9%	1.4%	-6.1%	0	-7	0.0%
O=C(COC(=O)C1=COCCO1)Nc1ccccc1	0.8%	i	0.4%	2%	8%	-1.5%	-8.2%	11	13	0.2%
CCCCN1Cc2c(nc3cc(-c4ccco4)[nH]n3c2=O)C1=O	-0.1%	i	0.5%	-5%	36µM*	·	·	·	·	-1.3%
Cc1nc2ccc(F)cc2cc1C(=O)Nc1cccc(Cl)c1C	1.3%	i	-0.7%	-7%	16%	-1.7%	-0.6%	-11	-13	-3.3%
Cc1c(C(=O)O)cccc1-c1ccc(/C=C2/NC(=O)N(c3ccccc3)C2=O)o1	3.1%	i	0.3%	-2%	25%	-1.0%	0.7%	-18	12	-0.1%
COC(=O)C(NNc1ccccc1)(NC(=O)c1ccc(F)cc1)C(F)(F)F (stereo unspecified)	16%	i	0.6%	-2%	4%	-1.4%	1.1%	-3	-4	0.2%
CCS(=O)(=O)N1CCN(CC2CC3C=CC2C3)CC1 (stereo unspecified)	-0.8%	i	0.1%	2%	14%	5.9%	-7.8%	4	-16	-0.5%
COC(=O)c1ccc(OCCCCN2CC(C)OC(C)C2)cc1 (stereo unspecified)	-1.6%	i	-0.4%	-9%	-6%	-2.5%	-8.7%	10	20	-0.2%
CCCN(C(=O)CSc1nnnn1-c1ccccc1OC)C1CCS(=O)(=O)C1 (stereo unspecified)	2.7%	·	-0.4%	-3%	2%	·	·	·	·	0.0%
COc1cc(C(=O)Nc2nnc(C(C)(C)C)s2)c([N+](=O)[O-])cc1OC	1.1%	i	0.0%	-7%	9%	0.5%	-2.6%	-2	-14	7.3%
CCCc1nn2c(=O)c(C(c3cccc(Cl)c3)c3c(O)nc4sc(CCC)nn4c3=O)c(O)nc2s1	6.0%	·	·	3%	3%	-2.0%	-0.6%	-4	0	-0.8%
Nc1nc(Nc2cccc(F)c2)nc(NCCO)c1[N+](=O)[O-]	·	i	0.9%	5%	12%	·	·	·	·	2.5%
COc1ccc(C)cc1S(=O)(=O)N1CCN(C(=O)c2ncoc2-c2cccc(F)c2)CC1	0.8%	·	0.3%	-1%	-4%	·	·	·	·	0.0%
Cc1cc(C)c2c(c1)cc(C)c1nnc(SCC(=O)Nc3ccc(S(=O)(=O)N4CCCCC4)cc3)n12	?	i	0.9%	-2%	1%	1.4%	-5.7%	0	14	5.6%
O=c1ccn(CCc2c[nH]c3ccccc23)c2c1CCCC2	5.0%	i	0.3%	1%	19%	·	-3.6%	-4	4	0.3%
Cc1csc(Nc2nc(N)c(C(=O)Nc3cc(Cl)ccc3F)o2)n1	-0.1%	·	?	-2%	2%	·	·	·	·	0.2%
COc1ccc(OC)c(C(=O)NC(CC(N)=O)c2ccc(NCc3ccc(F)c(F)c3)c([N+](=O)[O-])c2)c1 (stereo unspecified)	1.6%	·	-1.3%	-12%	10%	·	·	·	·	2.7%
CCOc1ccc(N(CC(=O)N2CCN(c3ccc(F)cc3)CC2)S(=O)(=O)c2c(C)noc2C)cc1	-1.8%	·	-0.7%	3%	-1%	·	·	·	·	0.2%
CCCOc1ccc(/C=N/NC(=O)CN2CCCCC2)cc1OCC	0.9%	·	-0.8%	-11%	2%	·	·	·	·	0.0%
CCn1cc(C(=O)O)c(=O)c2cnc(N3CCN(C(=S)NC(=O)c4ccc(F)c(F)c4)CC3)nc21	0.4%	·	-0.9%	-9%	5%	·	·	·	·	1.6%
N#Cc1ccc(CN2CCN(C(=O)c3ccccc3)CC2)c(Cl)c1	1.4%	i	-0.6%	-7%	8%	0.6%	2.1%	8	0	0.7%	NS5 inhibitors pilot replicate=2.0
O=c1[nH]c(O)c(/C=C2\C=Nc3ccccc32)[nH]1	3.5%	i	0.7%	-7%	8%	·	·	·	·	-0.1%

Screens: PubChem, several laboratories

Compounds were not picked by outcome; about 2.2% have a hit in one of these screens.
